# Screens (PubChem)
# BAZ2B block: qHTS Assay for Inhibitors of BAZ2B | Bromodomain adjacent to zinc finger domain protein 2B (Homo sapiens), Q9UIF8 | AlphaScreen BAZ2B-H3K14Ac peptide displacement | Potency, µM (titrated, usually from 114 µM), for the others: top-dose activity change, negative = inhibition, most hits filed as inhibitors | actives 4.4% (n = 360,000); further: potency means the concentration at half of the fitted maximal effect; on the % scale 0 is the no-effect control and ±100 the full control effect; nearly all actives have a fitted effect of over 60% in size
#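 BAZ2B (50 nM) with biotin-H3(5-23)K14Ac peptide (50 nM) in PBS pH 7.4, 0.01% Tween-20, preformed 30 min, then compound 30 min at room temperature; top concentration 110uM. AlphaScreen streptavidin donor/nickel chelate acceptor beads (10 ug/mL final), 20 min dark, signal read.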
# GLS inh: qHTS for Inhibitors of Glutaminase (GLS); GLS enzymatic activity, qHTS titration; Glutaminase kidney isoform, mitochondrial (Homo sapiens), O94925; Potency, µM (top dose mostly 45.5 µM), inactives show at the top dose activity change, negative = inhibition, actives largely listed as inhibitors; actives 0.21% (n = 410,000); further: potency means the concentration at half of the fitted maximal effect; on the % scale 0 is the no-effect control and ±100 the full control effect
# Target sequence (O94925 whole entry, looked up, canonical isoform): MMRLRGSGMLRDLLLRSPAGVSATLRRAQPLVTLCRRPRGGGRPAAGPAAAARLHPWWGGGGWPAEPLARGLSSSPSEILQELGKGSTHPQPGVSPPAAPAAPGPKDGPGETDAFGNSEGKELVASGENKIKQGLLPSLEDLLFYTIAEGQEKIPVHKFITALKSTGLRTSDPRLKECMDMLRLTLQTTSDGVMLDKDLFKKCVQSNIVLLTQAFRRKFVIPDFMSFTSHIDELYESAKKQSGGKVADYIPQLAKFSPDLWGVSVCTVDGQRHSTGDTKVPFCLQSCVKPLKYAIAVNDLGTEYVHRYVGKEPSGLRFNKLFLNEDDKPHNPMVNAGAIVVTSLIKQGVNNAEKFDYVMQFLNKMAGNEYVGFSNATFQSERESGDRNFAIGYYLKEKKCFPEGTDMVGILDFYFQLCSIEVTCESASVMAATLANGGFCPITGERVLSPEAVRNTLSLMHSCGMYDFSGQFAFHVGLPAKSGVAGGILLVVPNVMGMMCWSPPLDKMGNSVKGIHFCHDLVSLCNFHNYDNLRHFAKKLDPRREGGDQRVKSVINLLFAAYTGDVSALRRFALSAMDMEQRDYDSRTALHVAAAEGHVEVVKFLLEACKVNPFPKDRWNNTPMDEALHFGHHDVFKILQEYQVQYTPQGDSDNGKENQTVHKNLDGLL
#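 hKGA; 45 mM KH2PO4 pH 8.2 + 0.02% Tween-20; cpd via pin tool; 1 mM Gln soln; GluOx/HRP/Amplex Red; RT 30 min; fluor. t0 & final.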
# RGS4 inhibitor: Inhibitors of Regulator of G Protein Signaling (RGS) 4: qHTS | Potency, µM (doses to about 114 µM), for inactives: at the top dose activity change, negative = inhibition, usual class: inhibitors | Transcreener GDP fluorescence polarization, RGS4-accelerated GTP hydrolysis | actives 0.039% (n = 390,000); further: potency means the concentration at half of the fitted maximal effect; on the % scale 0 is the no-effect control and ±100 the full control effect; nearly all actives have a fitted effect of over 75% in size; some results filed as inactive show a strong effect at the top dose
# Target sequence (P49798 whole entry, looked up): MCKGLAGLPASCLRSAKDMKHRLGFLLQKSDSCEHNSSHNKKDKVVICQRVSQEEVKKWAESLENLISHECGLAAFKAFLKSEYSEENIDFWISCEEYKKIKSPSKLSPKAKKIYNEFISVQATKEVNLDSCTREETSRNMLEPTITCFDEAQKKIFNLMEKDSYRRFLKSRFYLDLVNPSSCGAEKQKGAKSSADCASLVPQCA
#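 MLSMR compounds (23 nl, pin-transferred) preincubated 10 min at room temperature with a 500nM (2x) first reagent, then RGS4 at 900nM (2x) plus Transcreener GDP mix added; fluorescence polarization (620/688 nm) read before and after 90 min at 30 °C.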
# ERG-DNA inh: qHTS for Small Molecule Inhibitors of the ERG Ets/DNA interaction | Transcriptional regulator ERG (Homo sapiens), P11308 | fluorescence polarization, His-ERG Ets domain / labelled DNA | Potency, µM (doses to about 76.9 µM), without a hit: top-dose FP activity, negative = inhibition, most hits filed as inhibitors | actives 0.028% (n = 370,000) | AID 624246, 2012; active means well fitted inhibition curve with a large enough effect in the polarisation, with a control signal flat; inconclusive means small, poorly fitted or top-dose-only effect, or effect the other way, or a change in a side signal; inactive means no such curve, though single readings can be large or run the other way; the % refers to the polarisation;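 further: polarization taken with two DNA probes labelled with fluorescein and Texas red; potency means the concentration at half of the fitted maximal effect; % of control where 0% means no effect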
#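 His-tagged ERG Ets domain (1 uM in the protein solution; 300mM KCl, 50mM Tris-HCl, 1mM EDTA, 1mM DTT, pH 7.5) received compound, then a probe mix of 5 nM fluorescein-DNA and 100nM Texas-615-DNA. Fluorescence polarization was read for both dyes.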
# HP1b chromo inh: HTS for Inhibitors of HP1-beta Chromodomain Interactions with Methylated Histone Tails. Chromobox protein homolog 1 (Homo sapiens), P83916. AlphaScreen HP1-beta / biotin-H3K9me3 peptide binding. Potency, µM (doses to about 114 µM), for inactives: at the highest dose activity change, negative = inhibition, hits mostly inhibitors. actives 0.56% (n = 390,000); further: potency means the concentration at half of the fitted maximal effect; nearly all actives have a fitted effect of over 70% in size; inactives centre near 23
# Target sequence (P83916 whole entry, looked up): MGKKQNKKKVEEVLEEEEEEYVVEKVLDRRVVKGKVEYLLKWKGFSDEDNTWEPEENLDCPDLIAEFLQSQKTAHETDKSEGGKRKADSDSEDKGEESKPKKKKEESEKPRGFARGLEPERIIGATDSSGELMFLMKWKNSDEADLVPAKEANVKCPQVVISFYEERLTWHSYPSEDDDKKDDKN
#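 HP1-beta protein (50 nM final) preincubated 30 min at room temperature with biotinylated H3(1-18)K9me3 peptide (50 nM) in PBS pH 7.4, 0.01% Tween-20, then compound added for 30 min. AlphaScreen streptavidin donor/nickel chelate acceptor beads (10 ug/mL final), 30 min dark, luminescence read.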
# PI4K2A block: qHTS for small molecular inhibitors of PI4K2A. actives 0.13% (n = 420,000). purified PI4K2A, ADP-Glo luminescence, 1 h; hits give low values. activity change, negative = inhibition, % at 76.9 µM. Phosphatidylinositol 4-kinase type 2-alpha (Homo sapiens), Q9BTU6; in the data active means activity change below about -50%; inconclusive means mostly about -30% to -49%;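 further: -100% = wells without enzyme as full effect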
#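 PI4K2A activity was measured by ADP-Glo luminescence: enzyme (4 ug/mL stock) and phosphatidylinositol (1.2 mM stock) in Tris pH 7.5/MgCl2/EGTA/Triton X-100 buffer were reacted with ATP (300 microM stock) for one hour at ambient temperature.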
# JMJD2A Tudor inh: qHTS Assay for Inhibitors of JMJD2A-Tudor Domain; Potency, µM (doses to about 114 µM), for the others: top-dose activity change, negative = inhibition, hits mostly inhibitors; actives 4.4% (n = 390,000); AlphaScreen JMJD2A-Tudor / H3K4me3 peptide binding; AID 504339, 2011; Lysine-specific demethylase 4A (Homo sapiens), O75164; further: potency means the concentration at half of the fitted maximal effect; on the % scale 0 is the no-effect control and ±100 the full control effect; nearly all actives have a fitted effect of over 50% in size
# G9a inh: qHTS Assay for Inhibitors of Histone Lysine Methyltransferase G9a; Histone-lysine N-methyltransferase EHMT2 (Homo sapiens), Q96KQ7; G9a H3K9 monomethylation, AlphaScreen, 2 h; Potency, µM (highest dose often 102 µM), for inactives: top-dose activity, negative = inhibition, most hits filed as inhibitors; actives 8.8% (n = 350,000); AID 504332, 2011; further: potency means the concentration at half of the fitted maximal effect; on the % scale 0 is the no-effect control and ±100 the full control effect; nearly all actives have a fitted effect of over 75% in size
#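 Step 1: enzyme (final 20 nM) with compound, 15 min RT. Step 2: substrate peptide 500 nM and SAM 20 uM, 2 h RT. Step 3: anti-H3K9me1 antibody and AlphaScreen beads, 10 min, then plate read.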
# ALOX12 inh: Primary qHTS assay for inhibitors of human arachidonate 12S-lipoxygenase (ALOX12): Round 2; AID 1671190, 2021; actives 1.1% (n = 580,000); Polyunsaturated fatty acid lipoxygenase ALOX12 (Homo sapiens), P18054; Potency, µM (highest dose often 108 µM), inactives show top-dose activity change, negative = inhibition, usual class: inhibitors; purified 12hLO, xylenol orange hydroperoxide absorbance; further: potency means the concentration at half of the fitted maximal effect; on the % scale 0 is the no-effect control and ±100 the full control effect
#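 Hydroperoxide product was detected by ferrous iron/xylenol orange as the 573 to 405 nm absorbance ratio. Arachidonic acid at 40 uM (final) was turned over for 30 min at room temperature by 150 nM human 12hLO, pH 7.0 Hepes buffer, after 15 min compound preincubation.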
# The depositor's hits bear a star; ? = inconclusive; . = not tested or not shown; & = joins results of further samples; [ ] = dose if it differs, or a comment. Unless noted, the call rests on the fitted dose curve; in most records, active means well fitted curve in the direction sought with a large enough effect; inconclusive means small, poorly fitted or top-dose-only effect, or another doubt; inactive means no such curve, though single readings can be large; an effect the other way counts as inactive or inconclusive.
SMILES,BAZ2B block,GLS inh,RGS4 inhibitor,ERG-DNA inh,HP1b chromo inh,PI4K2A block,JMJD2A Tudor inh,G9a inh,ALOX12 inh
CCc1ccc2[nH]c(C(=O)Nc3ccc4c(c3)OCO4)cc2c1,-33%,4%,21%,2%,-17%,-13,?,22µM*,12%
COc1cc2c(=O)n(CCC(=O)NCC3CCCO3)c(=O)n(CC(=O)Nc3ccc(C)c(C)c3)c2cc1OC (configuration not stated),?,-21%&-1%,-21%&-7%,-1%&14%,23%&19%,-8&1,-11%&-14%,-37%,11%&6%
Cc1ccc(C)c(Cn2c(=O)c3c(nc4n3CCN4c3ccccc3)n(C)c2=O)c1,-14%,-2%,21%,-1%,7%,-5,-19%,-32%[59 µM],-14%
CCOC(=O)c1sc(NC(=O)C(CC)Sc2nnc3c4ccccc4n(CC)c3n2)nc1C (configuration not stated),-25%,-6%,18%[11.4 µM],0%,33%,2,-9%[11.4 µM],.,2%
Cc1ccc(Nc2nc(C)c(NC(=O)c3ccc(C)cc3)c(Nc3ccc(C)cc3)n2)cc1,-14%,8%,-46%,1%,13%,-6,?,?,?
CCC(C)N(CC(=O)NCc1ccc(OC)cc1)C(=O)c1csnn1 (configuration not stated),4%,-10%,-10%,7%,27%,1,-9%,?,0%
CC/C(=N\O)c1ccc(O)c(OC)c1,11%,44%[activator],-9%,-6%,11%,10,-18%,1%[59 µM],-2%&-25%
COc1cc2c(cc1OC)C(COc1ccc3c(C)cc(=O)oc3c1)N(C(=O)c1cc(Cl)ccc1OC)CC2 (configuration not stated),1%,-4%,3%,3%,51%[activator],-2,2%,10%[59 µM],-1%
O=C(CSc1ncccc1C(=O)O)NCCC1=CCCCC1,-3%,0%,8%,?,25%,5,-15%,?,-26%
Nc1nonc1-n1nnc(C(=O)N/N=C/c2ccc(OCc3cccc(Cl)c3)cc2)c1CN1CCCCC1,-5%,-5%,-26%,14%,22%,-2,-20%,.,2%
CCOc1ccc(C(=O)NC(=S)Nc2ncccc2C)cc1[N+](=O)[O-],-26%,-5%,-1%,-1%,17%,-2,-2%[57.1 µM],?,-12%
C[C@@H](NC(=O)c1nc[nH]c1C(=O)N1CCN(C(=O)OC(C)(C)C)CC1)c1ccccc1,-16%,-1%,-13%,-3%,13%,-2,79µM*,5%[2.33 µM],3%
O=C(CCCNC(=O)c1ccc(Cl)cc1)NCc1ccccc1F,0%,7%,-10%,-3%,-2%,-3,-6%,3%,15%
Clc1ccc(CSc2nnc(-c3ccncc3)o2)c(Cl)c1,5%,.,24%,0%,29%,-2,15%,24%,-23%
CCN(CCO)C(=S)Nc1cc(C(=O)OC)ccc1C(=O)OC,-15%,3%,-45%,.,41%[activator],-6,-6%,-10%,?
CC(=O)N1CCC(N(C(=O)Nc2ccc(C)c(C)c2)C2CCCC2)CC1,8%,6%,10%,7%,25%,1,-7%,?,26%
S=C(NCC1CCCO1)NC12CC3CC(CC(C3)C1)C2 (configuration not stated),-18%,1%,-4%,3%,7%,2,-20%,-11%[59 µM],?
COc1ccc(-n2nc(C(=O)NCCc3ccc(Cl)cc3)c3c4ccccc4n(C)c3c2=O)cc1Cl,.,-3%,8%,3%,38%[activator],3,-3%,3%[59 µM],-6%
Oc1c(N=Nc2ccccn2)ccc2ccccc12,3.2µM*,-8%,-8%,12%,5µM*,?,2.8µM*,19%[0.501 µM],-8%
CC(C)OCCCNC(=O)c1sc(=S)n(C)c1N,-1%,?,-19%,3%,?,-3,-35%,14µM*,?
O=C(Nn1c(-c2ccccc2)nc2ccccc2c1=O)C1CCC1,-11%,-2%,5%,-7%,20%,9,-3%,-7%[12.7 µM],-27%
CC(C)N(C(C)C)S(=O)(=O)c1ccc(Cl)nc1,.,-7%,-25%,8%,34%,7,3%,-29%,-16%
Cc1ccc(CNC(=O)c2ccc3c(c2)c(C)c(C)n3Cc2ccccc2)o1,-2%,5%,-43%,0%,33%,1,?,?,-44%
COc1ccc(-c2cc(C(=O)Nc3c(C)nn(Cc4ccc(Cl)cc4)c3C)no2)cc1,?,3%,-18%,5%,10%,5,-28%,?,-23%
CCn1nnnc1SCC(=O)NC1Cc2ccccc2C1,-4%,-4%,-1%,15%,41%[activator],-1,2%,2%,4%
Cn1c(Oc2ccc(Cl)cc2)nc2c1c(=O)n(Cc1ccc(F)cc1)c(=O)n2C,0%,0%,-2%,-6%,50%,-2,6%,5%[59 µM],0%
CCOC(=O)C1(Cc2cccc(F)c2)CCN(C(=O)Cc2cccnc2)CC1,-3%,-10%,-13%,-2%,25%,0,-1%,.,6%
Cc1cccc([N+](=O)[O-])c1NC(=O)CSc1nnc2ccccn12,9%,-5%,-20%,15%,47%[activator],1,-1%,-10%[2.33 µM],-4%
Cc1ccc(CN2CCC(n3nccc3NC(=O)C3CCOC3)CC2)cc1C (configuration not stated),-14%,-9%,-19%,7%,23%,-7,-7%,14%,0%
CCOc1ccc(/C=C(\C#N)C(=O)NCC2CCCO2)cc1OCC (configuration not stated),-5%,-4%,-21%,1%,21%,9,3%,?,?
CCc1cccc(NC(=O)CCC(=O)N2CCSc3ccccc32)c1,-33%&-17%,-8%&-2%,-18%&-26%,-6%&7%,51%&37%[activator],2&-1,-19%&6%,9%,342%&-13%[activator]
COc1cc(Cl)c(C)cc1NC(=O)CSc1ncc(S(=O)(=O)c2ccc(C(C)(C)C)cc2)c(=O)[nH]1,25µM*,?,-50%,1%,-21%,-27,89µM*,-49%[59 µM],1%
O=C(OCc1cccc(F)c1)c1ccc2c(=O)n3c(nc2c1)CCC3,2%,3%,-14%,6%,56%[activator],0,8%,35%[activator],-5%
O=C(NC(=O)N1CCCCCC1)c1ccccc1,0%,6%,30%,2%,19%,2,-7%,13%,0%
C[C@@H]1NC(=O)N[C@@H]1CCCCCC(=O)O,.,-3%,-2%,27%,?,-8,1µM*,.,13%
CCN(C[C@H]1N[C@@](CC)(C(=O)OC)[C@H]2C(=O)N(Cc3ccccc3)C(=O)[C@@H]12)S(=O)(=O)c1ccc(F)cc1,.,-1%,-5%,0%,26%,-7,-10%,.,-2%
O=C(CSc1ncccn1)Nc1ccc(N2CCOCC2)cc1,6%,5%,-16%,-2%,15%,-4,-30%,-16%,0%
Cc1ccccc1NC(=S)NC1CCCC1,8%,3%,2%,1%,11%,4,-8%,-7%,?
Cc1ccc2c(c1)C1CC(C)(O2)N(c2cccc(C(=O)NC3CCN(Cc4ccccc4)CC3)c2)C(=O)N1 (configuration not stated),0%,-10%,-9%,2%,27%,-5,-21%,2%,-10%
CCCCN1CC(c2nc3ccccc3n2CCCCOc2c(C)cccc2C)CC1=O (configuration not stated),1%,-3%,5%,5%,32%,-3,-3%,?,-11%
Cc1ccccc1C(=O)Oc1cccc(Nc2ncnc3ccccc23)c1,.,5%,-34%,-3%,17%,0,-31%,.,-7%
Cc1cc(C)n(-c2nnc(N3CCN(c4ccc(F)cc4)CC3)nn2)n1,-24%,3%,2%,-5%,-13%,-8,?,-8%,-6%
Cc1nc2ccccc2c2oc(C(=O)N3CCC(N4CCCCC4)CC3)cc12,-3%,0%,-8%,14%,17%,-4,-25%,71µM*,.
COc1ccc(NC(=O)CSc2nc(C)cs2)c([N+](=O)[O-])c1,.,-1%,-28%,3%[15.4 µM],-11%,2,?,.,?
COc1ccc(CCC(=O)NCc2ccccc2Cl)cc1OC,-1%,0%,8%,16%,14%,3,-9%,-5%[2.33 µM],10%
O=C1CCSc2ccc(Cl)cc2N1Cc1ccccc1,4%,-3%,12%,11%,44%[activator],1,1%,-12%[2.33 µM],19%
CCn1cc(CNc2nc3nonc3nc2N2CCCCC2)cn1,3%,3%,13%,2%,31%,-3,-12%,4%,15%
COc1ccc(/C=C/C(=O)c2ccc(Cl)s2)cc1O,-33%,26%,-34%,2%,-8%,0,-23%,?,?
Cc1ccc(NC(=O)CCCCCNS(=O)(=O)c2ccc(C)cc2)cc1,1%,5%,-6%,-1%,17%,-3,18%,22%,-14%
O=C(NC1CC2CCCC(C1)N2C(=O)NCc1ccccc1)C1CC1 (configuration not stated),13%,-3%,-7%[11.4 µM],2%,7%,6,-7%[57.1 µM],18%,-19%
O=[N+]([O-])c1ccc2nc(C3CCCCC3)[nH]c2c1,-3%,2%,6%,2%,31%,-21,-5%,-69%,-19%

# Some of the compounds tested, so the mix of outcomes need not match the whole.
